Source: PubChem
CFTR F508del cor: F508del CFTR correction, initial screen, CFBE line, single point. 350,000 tested, 0.36% active. CFBE cells, YFP halide quenching; stimulated with forskolin plus potentiator P3; % fluorescence drop versus neutral controls. activity (quench increase), % at 7.58 µM;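 active = mean added fluorescence quench of at least 8% versus neutral control, with both replicates also reaching 8%; inconclusive = only one of the mean or replicate conditions met; inactive = mean below 8% and not both replicates reaching 8%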;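 note: cells transiently co-express mutant CFTR-F508del with the halide-sensitive YFP; corrector assay measuring rescue of mutant channel to the surface after 24 h compound exposure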
miR-122 sensor: miR-122 Renilla sensor signal increase in Huh7, primary screen, miR-122 inhibitor project, cell-based, single point, plate reader; AID 602342, 2012; activation (reporter increase), % at 12.5 µM; Huh7 miR-122 Renilla luciferase sensor, 48 h; neutral wells = 0, positive control = 100; 340,000 tested, 0.3% active;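 active = mean replicate activation score at least 90 and every replicate individually at or above 90; inconclusive = only one of the two criteria met; inactive = neither criterion met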;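 note: higher luciferase means less miR-122 activity so hits act as miR-122 inhibitors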
FN deposition inh: inhibitors of fibronectin matrix deposition, primary screen, AH1F cells, Alexa488-fibronectin fluorescence, plate reader. inhibition, % at 12.6 µM. AID 743247, 2014. 350,000 tested, 0.086% active. AH1F fibroblasts, overnight;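 active = mean inhibition across replicates of 30% or more, regardless of how many single replicates reach that level; inconclusive = mean under 30% yet at least half of replicates reach 30%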;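 note: positive control wells lacked labelled fibronectin entirely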
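Material: AH1F fibroblast monolayer depositing Alexa488-labelled fibronectin into matrix | Input: 10000 AH1F cells/well | Medium: DMEM plus 2% serum, read in PBS | Reagent: Alexa488-fibronectin, 24 nM final in well | Compound dosing: One dose per compound, pinned | Schedule: 1 h adhesion, overnight exposure | Measured by: Fluorescence at 485 nm excitation, 525 nm emission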
DENV2 CPE rescue: inhibitors of DENV2 cytopathic effect, primary screen, cell-based, plate reader, single concentration; DENV2-infected cells, cytopathic effect rescue; 350,000 tested, 1.7% active; CPE inhibition, % at 9.99 µM; AID 651640, 2012; in the data active = CPE inhibition above about 20%, passing the limit was not always enough; inconclusive = no clear call, values can overlap the other calls; tested in BHK-21 cells;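 note: 0% = median of neutral control wells and 100% = median of positive control wells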
EWS-Fli inh: EWS/Fli-driven NR0B1 reporter inhibitors, primary screen, A673 cells, NR0B1 luciferase, luminescence, MLPCN library. AID 651661, 2012. 350,000 tested, 0.67% active. viability-normalised. inhibition, % at 12.6 µM;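 active = mean inhibition of at least 50% after viability correction, with every replicate also passing that limit; inconclusive = mean reaches 50% but only one of two replicates passes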;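 note: firefly luciferase signal divided by Alamar Blue viability fluorescence both relative to DMSO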
PAX8 inh HTS: inhibitors of PAX8-driven TPO luciferase reporter, primary screen, RMG-I cells, single concentration; SteadyGlo, 24 h; inhibition, % at 12.6 µM; 360,000 tested, 1.2% active; AID 652154, 2013;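 active = mean replicate inhibition at least 60% with every replicate also reaching 60%; inconclusive = only one of the two criteria is met; inactive = mean below 60% and not all replicates reaching 60%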;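 note: luciferase light reporting Pax8 driven TPO promoter activity; plate controls were median of neutral control wells for no effect and mitoxantrone controls for full effect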
INS-1E GSIS act: GLuc luminescence reporter in INS-1E cells, primary screen for activators of glucose-dependent secretion of insulin | INS-1E GLuc reporter insulin secretion, 2-3 h | activation, % at 16.6 µM | 370,000 tested, 0.61% active | AID 743287, 2014;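 active = lowest replicate activation of at least 40%, so every replicate reaches that level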;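 note: 0% = median of neutral control wells and 100% = median of IBMX positive control wells; some compounds called inactive have numbers as strong as hits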
Active calls of the source: *; ? = inconclusive; . = no result given; & = joins results of further samples; [ ] = remark or other dose.

SMILES	CFTR F508del cor	miR-122 sensor	FN deposition inh	DENV2 CPE rescue	EWS-Fli inh	PAX8 inh HTS	INS-1E GSIS act
CCOc1ccccc1Nc1ccc(C(=O)O)cc1[N+](=O)[O-]	-1.2	3	1	3	3	-11	-26
COc1ccc(NC(=O)c2ccc(C)cc2)c[n+]1[O-]	-3.0	-7	-4	6	-21	15	-8
C[C@@H]1CCCCO[C@@H](CN(C)C(=O)C2CCCCC2)[C@H](C)CN([C@H](C)CO)C(=O)c2cc(NS(=O)(=O)c3cn(C)cn3)ccc2O1	-1.8	-4[16.7 µM]	.	-9	4	4	6
Nn1c(SCC(=O)Nc2ccc(N3CCOCC3)cc2)nnc1-c1ccccc1F	1.2	.	4	12	-40	-63	12
C[C@H]1CN([C@@H](C)CO)C(=O)c2cc(C#Cc3cccnc3)cnc2O[C@H]1CN(C)S(C)(=O)=O	0.8	0[16.7 µM]	.	3	-3	.	12
CCC(=O)N[C@@H]1CC[C@@H](CC(=O)NCC2CCCCC2)O[C@H]1CO	-0.2	-10[16.7 µM]	.	11	-1	-9	16
O=C(COC(=O)c1ccc(Cl)nc1)Nc1ccc2c(c1)OCCO2	-1.0	-4	1	-1	-2	-5	3
COc1cc(C(=S)N2CCC(C(N)=O)CC2)ccc1O	.	0	-7	.	.	1	.
COC(=O)C1=COC(C)C2CN3CCc4c([nH]c5ccccc45)C3CC12 (configuration not stated)	-0.6	1	.	11	-5	.	.
CSc1cccc(-n2ccc(=O)c(C)c2C)c1	1.4	.	5	-4	7	2	1
C[C@@H]1CN([C@H](C)CO)C(=O)c2cc(NC(=O)Nc3ccc4c(c3)OCO4)ccc2O[C@H]1CN(C)S(=O)(=O)c1ccc(F)cc1	3.7	2[16.7 µM]	.	8	-7	.	-18
CCNC(=O)Cn1cc(C(F)(F)F)cc(Cl)c1=O	-2.6	.	8	0	7	12	10
Cn1nnnc1SCc1ccc(CSc2nnnn2C)cc1	.	.	9	0	-3	-7	0
Cc1ccc2c(c1)c1c3n2CCN(CCC#N)C3CCC1 (configuration not stated)	1.0	-7	-6	1	-23	14	7
CCCCc1c(-c2ccccc2Br)ncn1CCc1ccccc1OC	-1.6	.	-1	-1	30	24	26
CCOc1ccc2ccccc2c1CNc1nnnn1CC	-0.6	6	15	-2	-4	-9	-45
O=C1/C(=C/C=C/c2ccco2)SC(=S)N1NS(=O)(=O)c1ccccc1	-0.8	-6	1	4	-27	-8	-2
CCN(CC(=O)N1CCCC1)S(=O)(=O)c1cc(C)ccc1OC	0.2	-1	-2	3	-13	11	-12
O=C(Nc1nccs1)[C@H]1[C@H](CO)[C@H]2Cn3c(cccc3=O)[C@H]2N1C(=O)C1CCCCC1	0.8	-9[16.7 µM]	.	0	-17	.	6
CN(C)CCCNc1ccc(-c2n[nH]c(=O)c3ccccc23)cc1[N+](=O)[O-]	-4.3	-4	15	3	21	33	.
CCOc1ccccc1NC(=O)CCS(=O)(=O)c1ccc2c(c1)CC(C)N2C(C)=O (configuration not stated)	0.2	.	0	0	.	-10	6
NCCCCCCNC(=O)[C@@H]1C[C@@H]2C(=O)NCC(=O)N2[C@@H]1c1ccc(O)cc1	-2.3	.	.	-2	-5	-3	.
CCc1cccc2c(C(=O)CN3C(=O)NC4(CCCCC4)C3=O)c[nH]c12	4.9	115*	-5	-3	51*	50	-19
C[C@H]1CN([C@@H](C)CO)C(=O)c2ccccc2-c2ccccc2CO[C@H]1CN(C)S(=O)(=O)c1cccc(C#N)c1	4.9	.	-15	99*	14	-36	9
O=S(=O)(Nc1ccc(O)c2ncccc12)c1ccccc1F	4.8	-2	-10	11	-106	34	-6
CCCNC(=O)C[C@@H]1CC[C@H]2[C@@H](COc3ccc(NC(=O)c4cscn4)cc3C(=O)N2C)O1	-0.1	7[16.7 µM]	1	.	-2	7	-2
CC(CNC(=O)C1CCCCC1)NC(=O)C1CCCCC1 (configuration not stated)	.	-5	.	16	.	.	-2
CCCSCCCNC(=O)CC1Oc2ccccc2NC1=O (configuration not stated)	-0.4	-3	-6	8	-5	17	-7
O=C(NC1CCCCC1)N[C@H]1CC[C@H](CCNS(=O)(=O)c2ccc(Cl)cc2)O[C@H]1CO	-1.8	.	-6	6	5	24	1
O=C(CN1C(=O)NC2(CCCCCC2)C1=O)Nc1ccc(Cl)cc1Cl	1.5	.	1	1	4	4	.
COc1cc(S(=O)(=O)N(C)C)ccc1Br	.	3	1	.	.	.	30
Cc1ccc(C(=O)OCC(=O)N2CCOCC2)c(C)c1	-0.3	0	4	5	1	-8	-6
O=C(Nc1ccc(F)cc1F)c1ccc(-n2cccn2)nc1	-0.5	.	-8	0	-11	-17	10
CC1CC(=O)Nc2ccccc2N1C(=O)CN1C(=O)C(=O)N(C)C1=O (configuration not stated)	-1.7	-6	0	?	3	-13	.
CC1CCN(c2ccc3c(c2)S(=O)(=O)c2cccc(C(=O)O)c2C3=O)CC1	0.2	-5	-20	14	-19	-25	-3
CCC(Sc1nc2ccsc2c(=O)n1Cc1ccc(C(=O)O)cc1)C(=O)Nc1cc(Cl)ccc1C (configuration not stated)	-5.4	7	-2	-5	13	-16	.
CC(NC(=O)NC1CCCCC1)C(c1cccs1)N1CCOCC1 (configuration not stated)	6.7	1	7	-5	-1	9	.
O=C(C[C@@H]1C=C[C@H](NC(=O)Nc2ccccc2F)[C@H](CO)O1)NCc1ccc(F)cc1	-2.3	.	.	-6	-1	0	-7
CCC/C(O)=C1\C(=O)CC(C)(C)CC1=Nc1ccc(OC)cc1	-0.8	-1	-7	12	12	4	-4
O=C(Oc1ccc([N+](=O)[O-])cc1)c1cccnc1	-1.7	1	-9	?	2	7	7
CCc1nc2ccc(C(=O)N(C)CCN(C)C)cn2c1N(C)CCC(C)C	0.6	-3	-10	-9	-2	-29	12
Cc1nnc(SCc2ccccc2Cl)n(N)c1=O	-0.1	-3	5	4	1	-3	5
Cc1cccc(Oc2ccccc2NC(=O)CN2C(=O)NC3(CCCC3)C2=O)c1	-1.0	-4	0	2	2	.	-11
O=C(Nc1ccc2c(c1)OCO2)c1cccc(S(=O)(=O)N2CCOCC2)c1	-3.9	.	1	?	.	-58	0
Cc1noc(C)c1S(=O)(=O)Nc1ccc2c(c1)C(=O)N([C@H](C)CO)C[C@H](C)[C@H](CN(C)C(=O)Nc1ccc(C(F)(F)F)cc1)O2	-1.3	-5[16.7 µM]	.	-1	-16	.	.
COc1ccc(-n2c(SCC(=O)NCC3CCCO3)nc3c([nH]c4ccccc43)c2=O)cc1OC (configuration not stated)	-0.8	.	6	4	17	18	3
C=CCn1c(COc2ccc(CC)cc2)nnc1SC/C(O)=C(\C#N)c1nc2ccccc2[nH]1	.	2	6	.	.	10	.
COc1ccc(NC(=O)N(C)C[C@H]2Oc3ccc(NS(=O)(=O)c4c(C)noc4C)cc3CC(=O)N([C@H](C)CO)C[C@H]2C)cc1	-0.7	-5[16.7 µM]	.	-6	-2	.	13
O=C1N(Cc2cccc(Cl)c2)C[C@@H]2C[C@@H](c3ccccn3)N3CCC[C@@]123	-0.9	-6	-3	2	2	9	19
Cc1ccc(C)c(N(CC(=O)NCCC2=CCCCC2)S(C)(=O)=O)c1	.	-18	-2	.	.	.	-17
COc1ccc(-c2csc(/C(C#N)=C/Nc3cc4oc5ccccc5c4cc3OC)n2)cc1	-0.8	-3	4	-12	-9	3	4
Cc1cc(NCc2cccnc2)nc(N)n1	3.2	2	4	-3	1	-10	10
C/C=C/c1ccc([C@H]2[C@@H](CO)N(CC3CCCC3)C23CN(C(=O)CC2CC2)C3)cc1	4.1	.	.	-4	-4	.	-16
CC(C)Oc1ccc(F)cc1-c1cc(C(=O)NCc2cc(C(F)(F)F)cc(C(F)(F)F)c2)[nH]n1	-1.2	3	-1	-6	5	54	-5
CCCOc1ccc(/C(O)=C2/C(=O)C(=O)N(CCCn3ccnc3)C2c2cccs2)cc1 (configuration not stated)	.	.	-18	4	0	-23	5
CC(=O)C1=C(O)C(=O)N(c2cccc(C(=O)O)c2)C1c1ccccc1F (configuration not stated)	-1.3	-1	3	?	9	20	-9
COc1ccc(OC)c(NC(=O)COc2ccc(Br)cc2)c1	-1.8	-4	6	-6	8	-9	-6
CSc1ccc(Cn2nnc(C(=O)NCCc3ccc(Cl)cc3)c2N)cc1	-1.3	5	-2	-5	-1	3	6
C[C@@H]1CN([C@H](C)CO)C(=O)c2cc(NS(C)(=O)=O)ccc2O[C@@H]1CN(C)Cc1ccc(C(=O)O)cc1	-3.8	1[16.7 µM]	.	10	-8	.	26
CSCC[C@H](NC(=O)c1cccs1)c1nnc2ccccn12	1.9	-3	8	1	.	-5	2
Carrying on.
SMILES	CFTR F508del cor	miR-122 sensor	FN deposition inh	DENV2 CPE rescue	EWS-Fli inh	PAX8 inh HTS	INS-1E GSIS act
S=C(Nc1ccccc1)N1CCCCCC1	.	3	5	.	.	-16	.
COc1cccc(N2CCN(C3CC(=O)N(c4ccc(C)c(Cl)c4)C3=O)CC2)c1 (configuration not stated)	-1.3	-7	.	-1	8	.	-7
CO[C@@H]1CN(C)C(=O)c2ccc(NS(C)(=O)=O)cc2OC[C@H](C)N(Cc2nccs2)C[C@H]1C	2.7	.	-5	?	8	-14	-5
COC(CNC(=O)c1cccc(-n2c(=S)[nH]c3cc(Cl)ccc3c2=O)c1)OC	-2.1	-1	-4	5	3	11	6
COc1cccc(OC)c1C(=O)NCCNc1nc2cc(C)cc(C)c2cc1C#N	0.8	.	18	0	-10	16	-9
COc1ccccc1NC(=O)N1C[C@@H](O)COC[C@@H]2O[C@H](CC(=O)NCCc3ccncc3)CC[C@H]21	2.4	0[16.7 µM]	4	1	-3	-1	7
COc1cc(NC(=S)NC2CC2)c(OC)cc1Cl	0.2	-4	1	0	13	-12	1
C[C@@H]1CN([C@@H](C)CO)C(=O)c2cc(NC(=O)CCC(F)(F)F)ccc2O[C@@H]1CN(C)CC1CC1	-1.6	2[16.7 µM]	.	-3	-5	1	15
CO/N=C(/COc1ccc(F)cc1)c1ccc(OC)cc1	-4.4	-3	6	-2	3	-6	29
COc1cccc(CNC(=O)[C@H]2CCCN2C(=O)C2CCCN2C(=O)c2ccc(OC)c(F)c2)c1 (some centres not stated)	2.8	.	-11	28*	-7	4	14
Cc1ccc(/C=N/N2CCN(c3ccccn3)CC2)o1	-1.3	.	-1	-2	-56	-58	.
C#Cc1ccc([C@@H]2C=C(C(=O)NCc3ccccc3)O[C@H](OCCCCO)C2)cc1	0.6&-1.1	1	-1	-1	-5&4	-8&8	10
COc1ccc(OC)c(CN2CCCC(C(=O)N3CCCCC3)C2)c1 (configuration not stated)	.	-2	-3	.	.	.	5
COc1ccc(S(=O)(=O)N2CC[C@@H]3[C@H](CO)N(C)c4ccc(-c5ccccc5F)cc4[C@@H]32)cc1	1.8	3[16.7 µM]	8	5	6	7	0
COc1cccc(/C=N/NC(=O)C[n+]2ccccc2)c1OC	.	-3	4	.	.	-2	2
Cc1ccc(C(=O)NC(=S)Nc2ccc(N3CCOCC3)cc2)cc1C	2.2	.	-6	6	-4	-6	-12
O=C(COC(=O)CCC1CCCC1)Nc1cc(S(=O)(=O)N2CCOCC2)ccc1Cl	0.9	0	-8	0	-4	-3	4
